ROC1-CUL1 inh: inhibitors of human ROC1-CUL1 ubiquitin ligase activity; in vitro K48 di-Ub FRET, acceptor:donor ratio, 45 min; E3 ubiquitin-protein ligase RBX1 (Homo sapiens) + Cullin-1 (Homo sapiens), P62877+Q13616; inhibition, % at 10 µM; 140,000 compounds, 0.6% hits; AID 1347404, 2020; in the data active = inhibition above about 25%
Target sequence (P62877 whole entry, looked up): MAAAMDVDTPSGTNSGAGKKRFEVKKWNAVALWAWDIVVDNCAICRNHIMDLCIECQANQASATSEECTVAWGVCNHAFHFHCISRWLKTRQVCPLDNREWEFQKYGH
Target sequence (Q13616 whole entry, looked up): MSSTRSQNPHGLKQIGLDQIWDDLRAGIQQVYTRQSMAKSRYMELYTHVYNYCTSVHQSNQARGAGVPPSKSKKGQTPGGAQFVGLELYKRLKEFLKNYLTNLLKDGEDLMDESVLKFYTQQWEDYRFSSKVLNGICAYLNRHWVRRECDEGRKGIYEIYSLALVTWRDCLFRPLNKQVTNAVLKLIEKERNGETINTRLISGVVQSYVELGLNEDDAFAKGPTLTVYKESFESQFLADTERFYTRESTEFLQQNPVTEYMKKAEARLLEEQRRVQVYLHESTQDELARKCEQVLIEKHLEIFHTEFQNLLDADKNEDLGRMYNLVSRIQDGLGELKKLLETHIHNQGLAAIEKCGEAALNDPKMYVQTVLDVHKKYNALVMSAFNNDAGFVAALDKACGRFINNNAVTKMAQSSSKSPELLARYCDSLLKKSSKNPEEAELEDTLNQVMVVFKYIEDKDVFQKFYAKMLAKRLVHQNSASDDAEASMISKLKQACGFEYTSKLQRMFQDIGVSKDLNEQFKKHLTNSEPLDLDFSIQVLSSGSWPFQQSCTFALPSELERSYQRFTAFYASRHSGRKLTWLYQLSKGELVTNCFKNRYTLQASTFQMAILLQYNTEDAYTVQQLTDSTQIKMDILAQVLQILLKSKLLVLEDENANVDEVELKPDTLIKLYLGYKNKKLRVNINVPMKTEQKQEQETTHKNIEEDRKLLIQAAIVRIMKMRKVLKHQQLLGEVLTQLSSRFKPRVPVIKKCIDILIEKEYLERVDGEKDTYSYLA
Numbers without * were called inactive. This is a subset; count on the stated rates, not on these rows.

ROC1-CUL1 inh	SMILES
6	C=CCOC(=O)C1=C(C)OC(=N)C(C#N)C1c1ccoc1 (stereo not drawn)
6	O=C(O)C1C2C=CC(C2)C1C(=O)NC1CCCCCC1 (stereo not drawn)
-9	COc1ccc(Cl)cc1C1=N/C(=C\c2ccc(C)o2)C(=O)O1
2	CN1CCN(C(=Nc2nc(N3CCSCC3)c(C#N)cc2C#N)N(C)C)CC1
-2	COCCCNC(=O)c1ccc(-c2nc(CS(=O)(=O)c3ccc(C)cc3)c(C)o2)cc1
-5	O=C(NC1CCCCCC1)C1CCN(C(=O)N2CCOc3ccc(Cl)cc32)CC1
1	COc1cc(C)c(C(=O)CC(=O)c2c(C)cc(OC)cc2C)c(C)c1
-2	COc1ccc2c(c1)c1c(c(=O)n(-c3ccc(C)cc3)c(=O)n1CC(=O)NCc1ccc(C)cc1)n2C
5	CC(C)CC(=O)N1CCN(Cc2c(Cl)cccc2Cl)CC1
-1	COc1ccc(NC(=O)c2c(-c3c(F)cccc3Cl)noc2C)cc1
3	CCCCOc1cccc(C2C(C(=O)c3ccc(C)cc3)C(=O)C(=O)N2CCCN2CCOCC2)c1 (stereo not drawn)
5	CCCCS(=O)(=O)CC(O)CSc1nc(-c2ccc(C)cc2)cc(-c2ccccc2)c1C#N (stereo not drawn)
-2	COc1ccc(-c2cc3nc(C)cc(C(F)(F)F)n3n2)cc1
4	COCC1CCN(C(=O)c2cc(COc3ccc4c(c3)OCO4)[nH]n2)CC1
-2	O=C(CS(=O)(=O)c1ccc2ccccc2c1)Nc1ccc(Cl)cn1
16	Cc1cc(/C=C2/SC(=S)N(CC(=O)O)C2=O)c(C)n1-c1ccccc1
4	CCOC(=O)C1C(CNCc2ccc(Cl)cc2)=NC(=O)NC1c1ccccc1 (stereo not drawn)
-2	O=C(Cc1c(Cl)cccc1Cl)NCC1CCCO1 (stereo not drawn)
8	COc1ccc(C)cc1S(=O)(=O)NC(C)C
7	COC(=O)[C@H](Cc1ccccc1)NC1CCN(c2ccc(NC(=O)c3ccc(C)cc3C)cc2)CC1
5	CCS(=O)(=O)Nc1cc(C(=O)NCCN2CCOCC2)c2c(c1)nc(-c1ccccc1)n2C
3	O=C(Cc1coc2ccc3ccccc3c12)Nc1cccnc1
-10	C#Cc1cccc(C(=O)NC2CC(=O)N(CCc3ccccc3)C2)c1 (stereo not drawn)
-4	CCc1noc(C)c1C(=O)Nc1ccc(Oc2ccccc2)cc1
-11	O=C(NCc1cccs1)c1cccnc1Cl
-5	CCOC(=O)c1ccc(N2C(=O)C(CC(=O)Nc3ccc(Cl)cc3)N(NC(=O)c3cccc(F)c3)C2=S)cc1 (stereo not drawn)
-7	O=C(Cn1nnnc1CN1CCOCC1)N1CC[C@@H]2CCCC[C@H]2C1
14	COc1ccc(CNC(=O)C2CCC(CNS(=O)(=O)c3ccc4c(c3)CCCC(=O)N4)CC2)cc1 (stereo not drawn)
0	COc1ccc(C(=O)/C=C/c2cn(CC(O)CN(CC(C)C)CC(C)C)c3ccccc23)cc1OC (stereo not drawn)
-10	Nc1nc(N)c(S(=O)(=O)c2ccccc2)c(Nc2ccccc2)n1

Of the compounds above, these have a cyano group:
ROC1-CUL1 inh	SMILES
6	C=CCOC(=O)C1=C(C)OC(=N)C(C#N)C1c1ccoc1 (stereo not drawn)
2	CN1CCN(C(=Nc2nc(N3CCSCC3)c(C#N)cc2C#N)N(C)C)CC1
5	CCCCS(=O)(=O)CC(O)CSc1nc(-c2ccc(C)cc2)cc(-c2ccccc2)c1C#N (stereo not drawn)

(more compounds)
ROC1-CUL1 inh	SMILES
-1	CC(=O)N1CCC(NCc2cccnc2N2CCN(c3ccccc3C)CC2)CC1
8	C1COC2(O1)C1CC3CC(C1)CC2C3
-3	CC1=NC(C)=C(C(=O)OCCNC(=O)c2ccccc2O)C(c2ccccc2[N+](=O)[O-])C1C(=O)OCCN(C)C (stereo not drawn)
-6	COC(=O)C(CCSC)NC(=O)C1CCN(c2nc(C)c3ccc(S(C)(=O)=O)cc3n2)CC1 (stereo not drawn)
4	Cc1ccc(CN2CCN(CC(C)C)C(CCO)C2)o1 (stereo not drawn)
0	Oc1ccc2oc3c(c2c1)CCCC3
-3	COc1cccc(OC)c1CNC1COc2ccccc2C1 (stereo not drawn)
-1	c1ccc(C2=NCN(c3ccccc3)C3C2C2C4CCC2C43)cc1 (stereo not drawn)
0	O=C(Cn1c(=O)nc(-c2ccccc2)c2cc(Cl)ccc21)NCc1ccccc1
7	CCCCc1ccc(NS(=O)(=O)c2ccc(N3CCCCS3(=O)=O)cc2)cc1
2	C=CCNC(=O)c1ccccc1NC(=O)c1ccc(N2CCOCC2)cc1
2	Cc1cc(=O)[nH]c2c(C)cc(S(=O)(=O)NCc3ccccc3)cc12
-5	CCS(=O)(=O)c1ncc(CN(C)Cc2nc3c(C)cccc3[nH]2)n1CCOC
2	CC(C)(C)NS(=O)(=O)c1ccc(CCC(=O)Nc2ccc(C(F)(F)F)cc2)cc1
-4	CCCn1c2ccccc2c2nnc(SCC(=O)Nc3c(C(=O)OCC)cnn3-c3ccccc3)nc21
-4	Cc1ccc(S(=O)(=O)Nc2cccc3cccnc23)s1
-2	C=C(C)C1CC=C(C)/C(=N/NC(=O)OC)C1 (stereo not drawn)
2	Cc1ccccc1Oc1ccc(-c2nc(N)nc(N)n2)cc1
11	CC(C)(O)C#Cc1ccc(CN2CCC(c3cc(=O)[nH]cn3)CC2)s1
-2	CC1CCN(C(=O)Oc2ccccc2)CC1
7	O=C1NN=CC(=NCc2ccc(Cl)cc2)C1Cl (stereo not drawn)
1	c1ccc2c3c([nH]c2c1)C1(CCC3)SCCS1
-7	COc1ccc(CCn2c(-c3ccc(C4CCCCC4)cc3)csc2=NC(=O)c2ccccc2)cc1OC
13	Cc1cc(Cl)ccc1OCC(=O)Nc1c(C(=O)c2ccccc2)oc2ccccc12
3	Cc1cccc(NC(=O)C2CCCN(S(=O)(=O)c3ccc4c(c3)oc(=O)n4C)C2)c1 (stereo not drawn)
-3	Cc1ccc(S(=O)(=O)Nc2ccccc2N=C2CC(=O)CC(C)(C)C2)cc1
8	COc1ccc(S(=O)(=O)c2cc3cc(OC)ccc3oc2=O)cc1
11	Cc1nc(Cl)c([N+](=O)[O-])c(N(C)Cc2cccc3ccccc23)n1
7	CC(=O)N1CCCC(CNc2ccc(-c3nc(C(C)C)no3)cn2)C1 (stereo not drawn)
11	Cc1ccc(C(=O)NNC(=O)CSc2nnc(-c3ccc(C)cc3)n2-c2ccccc2)cc1
5	COC(=O)c1ccc(C(=O)N2CCc3[nH]nc(-c4ccccc4)c3C2)nc1
-15	O=C(c1ccc(Nc2nc3ccccc3n3nnnc23)cc1)N1CCN(c2ccc(F)cc2)CC1
9	COc1ccc(CCNC(=O)CC(=O)N/N=C\c2cc(C)n(-c3ccccc3)c2C)cc1OC
-7	CC(C)S(=O)(=O)c1ncc(CN2CCC(C(N)=O)CC2)n1Cc1ccccc1F
0	Cc1ccc2c(c1)C(=O)N(c1ccc(Cl)c(C(F)(F)F)c1)C2=O
3	CCOC(=O)N1CCN(CCSC2Cc3cc(Cl)ccc3Sc3ccccc32)CC1 (stereo not drawn)
2	Cc1cc2nccc(-c3cccnc3)n2n1
2	Cc1ccc(/C=C2\C(=O)Nc3c(Br)cc(Br)cc32)s1
8	N#CC1(C#N)OC(C#N)(C#N)C2OC=CC21 (stereo not drawn)
3	O=C1CCC(C(=O)N2CCC3(C=Cc4ccccc43)CC2)CN1Cc1ccccc1F (stereo not drawn)
-6	CCn1c(-c2ccc(Br)cc2)csc1=NS(=O)(=O)c1ccccc1
12	Cc1cc(C)nc(SCC(=O)N/N=C\c2cccc(OCc3ccccc3)c2)n1
2	CC1=CC(C)(C)N(C(=O)CSc2nnc3sc4ccccc4n23)c2ccc(C)cc21
-7	COC(=O)[C@H]1[C@H](c2ccccc2)[C@H](C(=O)OC)O[C@H]1c1ccccc1
-2	CN1CCN(S(=O)(=O)c2ccc(NC(=O)CC(C)(C)C)cc2)CC1
1	c1ccc2nc3ccccc3cc2c1
1	CCOC(=O)N1CCC2(CC1)C1CN(C(=O)OCC)CC=C1C(C#N)C(=N)C2(C#N)C#N (stereo not drawn)
-4	CSc1nccc(-c2cc(Cl)c3c(c2)CC(CNC(=O)c2ccnn2C)O3)n1 (stereo not drawn)
5	O=C(Cn1nnnc1CN1CCc2ccccc2C1)N1CCOCC1
-1	CCOC(=O)c1cc(-c2ccc(F)cc2)n(CCC(=O)NC2CCCCC2)c1C
6	N#CC1C(=N)Oc2ccc3ccccc3c2C1c1c(Cl)cccc1Cl (stereo not drawn)
2	COc1ccc2c(c1)c1c(c(=O)n(-c3cc(Cl)ccc3C)c(=O)n1Cc1ccc(F)cc1)n2C
-6	CC1=Nc2ccc(C(=O)Nc3cccc(C)c3C)cc2C(=O)C1
4	CCCc1nn(C)c2c1C(c1c(Cl)cccc1Cl)C(C#N)C(=N)O2 (stereo not drawn)
-3	Cc1cc(Br)cc(C)c1OCC(=O)N/N=C/c1c(C)[nH]n(-c2ccccc2)c1=O
-2	CC1CCc2c(sc3nc(SCC(=O)Nc4sccc4C#N)n(-c4ccccc4)c(=O)c23)C1 (stereo not drawn)
-1	CCSc1nc(N)c2c3c(sc2n1)CCCCC3
2	CC(=O)Nc1ccc2cccc([N+](=O)[O-])c2c1[N+](=O)[O-]
15	COC(=O)c1cccc(-c2ccc(/C=C3/C(=O)NN(c4ccc(C)cc4)C3=O)o2)c1
4	OCCCCNCc1ccc(OCc2ccccc2Cl)cc1

Remaining list, next part:
ROC1-CUL1 inh	SMILES
-2	CC1CCc2cc(F)ccc2N1S(=O)(=O)c1ccc(Cl)nc1 (stereo not drawn)
-6	CCCOC(=O)c1ccc(OC(=O)c2cc(OC)c(OC)c(OC)c2)c(OC)c1
0	Nc1nnc(SCC(=O)n2c3ccccc3c3ccccc32)s1
9	Cc1ccc(NC(=O)CC2SC(=Nc3ccc(S(N)(=O)=O)cc3)NC2=O)cc1 (stereo not drawn)
6	CCCn1c(=O)c2c(nc3n(C(C)c4ccccc4)c(C)cn23)n(C)c1=O (stereo not drawn)
1	CCOCC(=O)Nc1sc2c(c1C(=O)OCC)CCCC2
-1	COC(=O)c1ccc(Cn2c(SCC(=O)N(C)c3ccccc3)nc3ccccc32)cc1
-1	c1cc(-c2nnc3scnn23)ccn1
3	Cc1cccc(OCC(=O)N2CCN(c3ccccc3C)CC2)c1
5	CCOC(c1ccccc1)c1ccc2c(c1)CN(C1CCC1)CCO2 (stereo not drawn)
4	CCCC(=O)Nc1cc(OC)ccc1OC
18	Cc1ccc(S(=O)(=O)c2cc3c(=O)n4ccccc4nc3n(C)c2=N)cc1
2	CCC1(C2CCN(C(=O)[C@H]3C[C@@H]4C=C[C@H]3C4)CC2)NC(=O)N(Cc2ccc3c(c2)OCO3)C1=O (stereo partly drawn)
8	CCCC(=O)Nc1cc(-c2nc3cccnc3s2)ccc1C
-4	CCn1c(CNC(=O)COc2ccc(C(C)C)cc2)nnc1SCC(=O)Nc1ccc(Cl)c(Cl)c1
-6	CCS(=O)(=O)Nc1cccc(OC)c1
3	Cc1ccc(CNS(=O)(=O)Cc2cccc(C)c2)cc1
8	COCc1nc2sc(C)c(-c3ccccc3)c2c(=O)[nH]1
1	Cc1nc2ccccn2c1C(=O)Nc1ccc(C(C)C)cc1
-5	CCc1ccccc1-n1ncc(C(=O)Nc2ccccc2OC)c1C
2	CCN(C(=O)CSc1nc2ccccc2n1CC(=O)N(C)C1CCCCC1)c1ccccc1
-1	O=C1CC[C@@H](C(=O)NCc2ccc3[nH]c4c(c3c2)CCCCCC4)N1
5	CCOC(=O)C1(CCOC)CCN(Cc2c(C)n(C)n(-c3ccccc3)c2=O)CC1
7	CCC(=O)NCc1ccccc1-c1cccc(-c2ccn[nH]2)c1
5	COCCn1c(SCC(=O)c2c[nH]c3ccccc23)nc2cc(C(=O)NC(C)C)ccc2c1=O
-8	COc1cccc(N2CC(NC(=O)c3ccc(S(=O)(=O)N4CCCCC4)cc3)CC2=O)c1 (stereo not drawn)
-3	CCn1cc(CN(Cc2ccncc2)CC2CCN(C3CCN(C)CC3)CC2)c(C)n1
8	O=C(NCc1ccc(F)cc1)c1ccc2oc(=O)n(Cc3ccccc3)c2c1
-6	CC12CCC(C(=O)Nc3cc(Cl)ccc3Cl)(C(Br)C1=O)C2(C)C (stereo not drawn)
5	CCOc1ccc(CNC(=O)Cn2c(=O)c3cccn3c3ccccc32)cc1
1	O=CN1CCCN(C(=O)CCc2nnc(Cc3ccc(-c4ccccc4)cc3)o2)CC1
8	CCN1CCN(C2(C(=O)NCc3cccnc3)Cc3ccccc3C2)CC1
1	CCOc1ccc(C(C)NC(=O)c2cccs2)cc1OCC (stereo not drawn)
-9	N#Cc1c(N)sc2c1CCCCCC2
4	O=C(Nc1cccc(C(F)(F)F)c1)c1cccnc1N1CCN(c2ccccc2)CC1

Structures above with two or more sulfur atoms (13):
ROC1-CUL1 inh	SMILES
5	CCCCS(=O)(=O)CC(O)CSc1nc(-c2ccc(C)cc2)cc(-c2ccccc2)c1C#N (stereo not drawn)
16	Cc1cc(/C=C2/SC(=S)N(CC(=O)O)C2=O)c(C)n1-c1ccccc1
-6	COC(=O)C(CCSC)NC(=O)C1CCN(c2nc(C)c3ccc(S(C)(=O)=O)cc3n2)CC1 (stereo not drawn)
7	CCCCc1ccc(NS(=O)(=O)c2ccc(N3CCCCS3(=O)=O)cc2)cc1
-4	Cc1ccc(S(=O)(=O)Nc2cccc3cccnc23)s1
1	c1ccc2c3c([nH]c2c1)C1(CCC3)SCCS1
3	CCOC(=O)N1CCN(CCSC2Cc3cc(Cl)ccc3Sc3ccccc32)CC1 (stereo not drawn)
-6	CCn1c(-c2ccc(Br)cc2)csc1=NS(=O)(=O)c1ccccc1
2	CC1=CC(C)(C)N(C(=O)CSc2nnc3sc4ccccc4n23)c2ccc(C)cc21
-2	CC1CCc2c(sc3nc(SCC(=O)Nc4sccc4C#N)n(-c4ccccc4)c(=O)c23)C1 (stereo not drawn)
-1	CCSc1nc(N)c2c3c(sc2n1)CCCCC3
0	Nc1nnc(SCC(=O)n2c3ccccc3c3ccccc32)s1
9	Cc1ccc(NC(=O)CC2SC(=Nc3ccc(S(N)(=O)=O)cc3)NC2=O)cc1 (stereo not drawn)

Screening data: PubChem BioAssay, Icahn School of Medicine at Mount Sinai
